OXTR potentiator: potentiators of human oxytocin receptor. 320,000 compounds, 0.061% hits. activation, % at 3 µM. CHO-OTR cells, Fluo-8 calcium fluorescence, potentiator mode; 0% = oxytocin EC15, 100% = EC100;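 active = activation above that plate's cutoff, the mean activation of tested compounds plus 3 SD, cut at about 6.6% in these data, passing the limit was not always enough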;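 also: 100% uses oxytocin at 75 nM as the full agonist control; some results filed as inactive read as strong as hits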
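Material: human OTR in CHO cells. Compound: 3.0 µM, one dose. Timing: compound 6 min at room temperature before oxytocin, 100 s read. Evaluation: % activation of max/min ratio relative to oxytocin controls. Replication: single well per compound, singlicate. Signal: Fluo-8 calcium dye fluorescence.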
CHRM4 antagonist: blocks acetylcholine activation of human M4 receptor. P08173. CHO-hM4 cells, ACh EC80, Fluo-8 calcium fluorescence. inhibition, % at 3 µM. 360,000 compounds, 0.73% hits;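 active = inhibition above its plate's cutoff, the mean inhibition of sample wells plus 3 SD, cut at about 27% in these data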;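 also: 0% = acetylcholine EC80 with DMSO and 100% = DMSO without agonist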
Target sequence (P08173 whole entry, looked up): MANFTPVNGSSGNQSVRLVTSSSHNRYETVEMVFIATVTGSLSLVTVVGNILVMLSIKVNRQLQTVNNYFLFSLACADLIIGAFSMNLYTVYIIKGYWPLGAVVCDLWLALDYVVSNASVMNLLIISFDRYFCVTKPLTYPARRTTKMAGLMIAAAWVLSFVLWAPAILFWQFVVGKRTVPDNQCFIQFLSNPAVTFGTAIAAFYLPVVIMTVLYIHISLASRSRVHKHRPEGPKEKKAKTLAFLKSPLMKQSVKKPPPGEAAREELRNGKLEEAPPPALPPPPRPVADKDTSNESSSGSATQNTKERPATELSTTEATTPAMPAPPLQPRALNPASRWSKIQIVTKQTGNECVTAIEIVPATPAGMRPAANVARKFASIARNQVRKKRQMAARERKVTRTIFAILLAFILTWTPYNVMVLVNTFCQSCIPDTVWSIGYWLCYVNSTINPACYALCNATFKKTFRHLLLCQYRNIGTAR
CHO parental Ca: counter-screen: ATP calcium response change in parental CHO cells; parental CHO-K1, ATP-induced calcium, Fluo-8 fluorescence; inhibition, % at 5.6 µM; 330,000 compounds, 0.63% hits; AID 463079;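 active = inhibition above that plate's mean sample inhibition plus 3 SD, cut at about 26% in these data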;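 also: 0% = ATP-challenged DMSO wells and 100% = DMSO wells without ATP; some compounds past the cut are filed as inactive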
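Assay system – parental CHO cells · Reagent – ATP stimulus · Detection – intracellular calcium via Fluo-8 no-wash fluorescent dye · Evaluation – percent inhibition of ATP-evoked calcium rise, normalized to controls · Controls – ATP wells versus no-ATP DMSO wells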
CHRM1 antagonist: human CHRM1 antagonism. P11229. CHO-K1 hM1, Fluo-8 calcium fluorescence, ACh EC80 antagonist. inhibition, % at 3 µM. 360,000 compounds, 1.3% hits;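 active = percent inhibition above its own plate's cutoff, namely the mean of that plate's compound wells plus 3 SD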;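 also: peak over basal fluorescence ratio during 140 s after agonist addition; 0% = ACh EC80 plus DMSO and 100% = DMSO alone without agonist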
Target sequence (P11229 whole entry, looked up): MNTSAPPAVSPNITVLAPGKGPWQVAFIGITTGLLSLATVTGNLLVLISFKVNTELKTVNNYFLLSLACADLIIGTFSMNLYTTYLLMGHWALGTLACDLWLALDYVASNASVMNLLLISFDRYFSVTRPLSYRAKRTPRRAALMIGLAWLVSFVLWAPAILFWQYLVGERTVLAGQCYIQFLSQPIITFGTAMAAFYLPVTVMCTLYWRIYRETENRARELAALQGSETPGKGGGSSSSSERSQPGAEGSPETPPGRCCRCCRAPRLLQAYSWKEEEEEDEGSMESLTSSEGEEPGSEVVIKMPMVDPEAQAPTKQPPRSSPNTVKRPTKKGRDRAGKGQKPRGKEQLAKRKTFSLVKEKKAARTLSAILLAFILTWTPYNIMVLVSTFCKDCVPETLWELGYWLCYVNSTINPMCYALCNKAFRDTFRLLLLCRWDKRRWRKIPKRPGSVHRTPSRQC
CHO-K1 Ca ag: counter-screen for M1 agonists: effect in parental CHO-K1 cells | Fluo-8 calcium fluorescence; scaled to maximal ATP response, vehicle zero | activation, % at 3 µM | 360,000 compounds, 0.48% hits | AID 602248; in the data active = activation above about 15%;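 also: untransfected CHO-K1 host cells lacking M1 receptor as counterscreen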
CHO-K1 Ca antag: counter-screen for M1 antagonists: effect in parental CHO-K1 cells; inhibition, % at 3 µM; ATP-induced calcium, Fluo-8 fluorescence; 360,000 compounds, 0.6% hits;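 active = inhibition above a per-plate cutoff, the plate's mean sample inhibition plus 3 SD, cut at about 24% in these data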;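 also: 0% = DMSO plus EC80 ATP and 100% = DMSO alone without ATP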
M4 ag: CHRM4 agonism in calcium assay. CHO-K1 hM4/Gqi5, Fluo-8 calcium fluorescence; vehicle 0%, full acetylcholine response 100%. activation, % at 3 µM. 360,000 compounds, 0.14% hits. AID 624127;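 active = activation above the run mean over all test wells plus 3 SD, cut at about 32% in these data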;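 also: peak over basal fluorescence ratio per well then scaled between controls; 0% = DMSO wells and 100% = acetylcholine at EC100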
CHRM1 agonist: human M1 muscarinic receptor agonism; P11229; CHO-K1 hM1, Fluo-8 calcium fluorescence, agonist mode; 0% DMSO, 100% acetylcholine EC100; activation, % at 3 µM; 360,000 compounds, 0.33% hits;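 active = activation above the run's mean compound activation plus 3 SD, cut at about 16% in these data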;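 also: peak over basal fluorescence ratio within a 140 s kinetic read after compound addition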
CHRM1 PAM: positive allosteric modulators of human M1 muscarinic receptor. 360,000 compounds, 0.088% hits. CHO-K1 hM1, Fluo-8 calcium fluorescence, ACh EC20; 0% = ACh EC20, 100% = maximal ACh. activation, % at 3 µM; in the data active = activation above about 19%, passing the limit was not always enough
* marks the source's active call; other numbers are inactive results; / = no result given. An unsorted share of the library; about 2.9% have a hit in one of these screens.

SMILES	OXTR potentiator	CHRM4 antagonist	CHO parental Ca	CHRM1 antagonist	CHO-K1 Ca ag	CHO-K1 Ca antag	M4 ag	CHRM1 agonist	CHRM1 PAM
CC(C)Oc1ccc(S(=O)(=O)N2CCOCC2)cc1NC(=O)Cc1ccsc1	-1.7	5.0	-18.8	-7.6	-0.9	-8.0	-1.2	-4.0	8.1
CC(C)(C)NC(=O)CSc1nc2cc(S(=O)(=O)N3CCCCC3)ccc2o1	-5.0	-4.7	-17.2	9.2	0.4	3.2	1.5	-3.6	-4.7
CCOC(=O)CSc1nc2ccccc2c(=O)n1CC1CCC(C(=O)NCc2ccco2)CC1 (stereo not given)	-3.0	5.3	-10.0	-6.8	0.2	-12.8	0.8	-4.6	5.6
Oc1ccc(NC(=S)N=Nc2c(O)[nH]c3ccc(Br)cc23)cc1	/	-3.0	/	-3.4	0.6	-4.7	3.2	-7.3	2.5
CCc1cc(C(=O)OC)c(NC(=O)CC2SC(=NC)N(C)C2=O)s1 (stereo not given)	2.9	8.9	-8.6	-2.2	-0.1	0.4	0.6	-5.3	5.4
COc1ccc(-n2c(Cc3cccn3C)nnc2SCC(=O)Nc2ccccc2OC)cc1	-4.8	-9.7	-3.8	2.7	0.1	1.3	-0.1	2.1	10.6
COC(=O)C1CCN(Cc2ccc(C)cc2)CC1	-11.5	-2.1	-1.7	-17.4	-0.5	4.0	0.4	-6.1	9.5
Cc1ccc2c(COC(=O)C3=COCCO3)cc(=O)oc2c1	/	5.3	/	5.1	1.0	13.6	1.2	2.3	-2.0
[O-]/C(=C(\C(=S)NCc1ccccc1)[n+]1ccccc1)c1ccc(Cl)s1	-21.0	9.8	-9.3	-0.9	0.4	-10.6	1.2	-5.1	2.5
O=C(NCCC1CCCCN1S(=O)(=O)c1cccs1)C(=O)Nc1ccc(F)cc1 (stereo not given)	-12.1	-12.6	-13.1	-14.8	0.3	-7.3	1.8	-3.7	12.8
CN(C)S(=O)(=O)c1cc(C(=O)NCc2ccccc2)c(Cl)cc1Cl	-1.6	3.5	-18.4	-4.4	1.9	-11.7	2.0	-4.7	9.2
Cc1cccc(NS(=O)(=O)c2cc(Cl)ccc2Cl)n1	-1.3	4.3	-16.6	-8.0	0.3	-12.1	1.9	1.9	11.2
CC(=O)c1cccc(NC(=O)C2CCCN(S(C)(=O)=O)C2)c1 (stereo not given)	1.1	0.2	-6.6	-8.2	0.1	2.1	0.5	9.1	6.1
Cc1cccc(OCC(=O)N2CCC3(CC2)CC(=O)c2ccccc2O3)c1	-8.8	-3.0	-27.1	-4.4	0.5	4.4	3.6	-2.7	5.5
CCN(C(=O)COC(=O)CCc1ccc(OC)cc1)c1c(N)n(Cc2ccccc2)c(=O)[nH]c1=O	/	-8.7	/	-13.5	1.0	0.6	0.7	0.5	1.1
Cc1ccccc1NC(=O)NC1CCCCC1C (stereo not given)	-2.6	6.4	-2.5	11.1	0.1	-3.5	-0.1	-1.2	-2.1
Cn1c(=O)[nH]c(=O)c2c1nc(SCC(O)CO)n2Cc1ccccc1Cl (stereo not given)	-8.3	-0.9	-3.8	5.8	-0.1	-0.4	0.2	-2.7	-4.2
CCOC(=O)C1CCCN(C(=O)c2cc(F)ccc2C)CC1 (stereo not given)	/	-9.3	/	0.6	0.0	12.5	0.9	-0.3	4.1
COc1ccc(C(=O)c2sc3nc(-c4ccccc4)ccc3c2N)cc1	-9.3	15.4	13.1	19.8	9.5	3.5	12.6	3.0	-16.7
CSC(=NCc1ccc(F)cc1)NS(=O)(=O)c1cccs1	0.8	0.2	-13.5	-13.2	1.5	-12.8	1.6	-7.1	5.2
COC(C(=O)Nc1ccc(C(C)=O)cc1)c1ccccc1 (stereo not given)	-7.4	2.2	-8.5	-3.8	0.3	8.5	1.3	-5.7	2.2
Cc1ccc(O)c(CNc2ccc(S(=O)(=O)Nc3nccs3)cc2)c1	-6.2	0.9	8.0	-18.6	0.5	-10.8	1.1	-4.7	14.4
Cc1nnc(SCCCn2c(N3CCCCC3)nc3c2c(=O)[nH]c(=O)n3C)s1	2.5	-4.8	-3.6	-2.9	0.6	5.8	-0.4	-6.8	3.9
COCCCNC(=O)c1ccc(NC(C)=O)cc1	-18.9	-12.6	-8.5	0.2	0.1	-8.4	0.8	-1.6	12.8

By substructure, the entries above with a thiophene ring, fused or not.
SMILES	OXTR potentiator	CHRM4 antagonist	CHO parental Ca	CHRM1 antagonist	CHO-K1 Ca ag	CHO-K1 Ca antag	M4 ag	CHRM1 agonist	CHRM1 PAM
CC(C)Oc1ccc(S(=O)(=O)N2CCOCC2)cc1NC(=O)Cc1ccsc1	-1.7	5.0	-18.8	-7.6	-0.9	-8.0	-1.2	-4.0	8.1
CCc1cc(C(=O)OC)c(NC(=O)CC2SC(=NC)N(C)C2=O)s1 (stereo not given)	2.9	8.9	-8.6	-2.2	-0.1	0.4	0.6	-5.3	5.4
[O-]/C(=C(\C(=S)NCc1ccccc1)[n+]1ccccc1)c1ccc(Cl)s1	-21.0	9.8	-9.3	-0.9	0.4	-10.6	1.2	-5.1	2.5
O=C(NCCC1CCCCN1S(=O)(=O)c1cccs1)C(=O)Nc1ccc(F)cc1 (stereo not given)	-12.1	-12.6	-13.1	-14.8	0.3	-7.3	1.8	-3.7	12.8
COc1ccc(C(=O)c2sc3nc(-c4ccccc4)ccc3c2N)cc1	-9.3	15.4	13.1	19.8	9.5	3.5	12.6	3.0	-16.7
CSC(=NCc1ccc(F)cc1)NS(=O)(=O)c1cccs1	0.8	0.2	-13.5	-13.2	1.5	-12.8	1.6	-7.1	5.2

Continuation:
SMILES	OXTR potentiator	CHRM4 antagonist	CHO parental Ca	CHRM1 antagonist	CHO-K1 Ca ag	CHO-K1 Ca antag	M4 ag	CHRM1 agonist	CHRM1 PAM
CCC(=O)N1CCC(C)(C(=O)Nc2ccc3c(c2)OCCO3)C1 (stereo not given)	/	-3.8	/	-13.4	0.0	2.2	1.2	-1.8	3.8
Clc1ccc2c(NCc3ccco3)ncnc2c1	-16.7	6.2	2.5	8.6	8.0	4.7	7.7	2.4	-2.6
O=S(=O)(c1ccc(Br)cc1)N1CCn2c(nc3ccccc32)C1	-1.7	-5.9	-15.4	-7.3	-0.4	-3.2	0.4	-2.6	5.1
CC(C)N(C(=O)CO/N=C/c1cccc([N+](=O)[O-])c1)C(C)C	-6.5	-1.9	-1.7	-1.0	0.8	-6.5	4.0	-2.4	12.1
CCOc1ccc(-n2c(N)c(C(=O)NCC3CCCO3)sc2=S)cc1 (stereo not given)	-9.3	5.5	-11.2	-13.5	-0.3	-3.7	-0.1	-4.3	1.2
COc1ccc(CCNc2nc(-c3cccnc3)nc3ccccc23)cc1OC	-12.2	28.2*	-7.1	24.6*	6.6	22.5	15.3	-7.6	-13.3
COC(=O)COc1cc(=O)oc2ccc(NS(=O)(=O)c3ccccc3)cc12	-11.0	2.5	-10.2	-6.0	4.2	-12.0	1.9	-7.2	3.7
CC(=O)Nc1ccc(S(=O)(=O)NCc2ccc(C(=O)N3CCOCC3)cc2)cc1	0.2	-4.6	10.7	0.0	0.6	-4.5	1.6	-0.9	2.6
Cc1cc(OCC(=O)N2CCC(O)(c3ccc(Cl)cc3)CC2)c2c(C)cc(=O)oc2c1	-9.9	-0.5	-17.6	-21.8	0.9	-14.4	0.9	1.6	11.7
O=C(CCC(=O)N1CCN(c2ccccn2)CC1)c1ccc(Cl)s1	-3.9	3.2	-17.4	2.3	0.5	-4.5	1.3	-7.3	-2.3
NC(=O)CNC(=O)[C@@H]1CC2(CC(c3ccc(Cl)cc3)=NO2)CN1C(=O)c1ccccc1 (stereo not given in full)	-11.3	-3.9	-5.1	-8.7	-0.4	1.5	-0.3	1.9	12.9
O=C1C=Cc2ccccc2/C1=C/c1[nH]c(=O)[nH]c1O	-9.2	10.0	-3.9	-12.1	0.3	-4.3	1.1	2.8	24.1
Clc1cccc(Cc2c(C3CCCCC3)nc3c4ccccc4ccn23)c1	/	5.5	/	/	0.3	-6.6	-0.8	/	/
CCCCC/C=C\C/C=C\C/C=C\CCCCC(=O)O	-5.4	-1.9	-11.0	-33.6	0.4	-1.6	0.3	-3.3	7.8
Cc1ccc(-c2nc(CS(=O)CC(=O)NC3CC3)c(C)o2)cc1 (stereo not given)	-7.2	1.0	-6.8	5.5	1.2	-18.9	1.2	-4.3	0.3
COc1ccc(NC2CCCN(C(=O)CSc3ccccn3)C2)cc1OC (stereo not given)	-3.5	-15.4	-25.2	-10.8	0.1	-2.9	1.3	-3.7	2.3
Cc1c(NC(=O)c2cccc(NC(=O)COc3ccc(C#N)cc3)c2)c(=O)n(-c2ccccc2)n1C	/	-3.9	/	6.6	0.0	2.2	3.3	-2.0	1.6
O=C(COC(=O)/C=C/c1ccc(F)cc1)Nc1cc(C(F)(F)F)ccc1N1CCOCC1	-2.9	-2.1	-36.3	3.3	0.1	11.5	0.7	-3.1	-0.8
O=C(C1CCN(S(=O)(=O)c2cccc3cccnc23)CC1)N1CCN(C2CCCCC2)CC1	-1.5	15.4	-16.0	4.0	0.1	5.9	2.4	-12.6	-4.7
CCc1nc2n(n1)C(O)c1cc([N+](=O)[O-])ccc1S2 (stereo not given)	-0.5	16.3	-8.1	0.4	0.2	-3.4	0.8	-1.7	6.7
Cn1nc(C(F)(F)F)c2cc(C(=O)Nc3ccc(C(F)(F)F)cc3)sc21	-16.2	-0.2	-17.4	-5.6	-0.1	18.3	-0.1	-0.1	5.4
CC[C@H]1C(c2ccc(F)cc2)=NN(c2ccccc2)[C@@H]1CO	/	-13.3	-0.9	-9.8	-0.4	-25.3	0.9	-1.8	2.3
COc1cccc(CSc2nc3cc4c(cc3cc2C)OCCO4)c1	-5.8	-4.0	-14.3	-11.7	0.2	5.5	0.6	-3.3	3.9
COc1ccc(C(c2sc3nc(C)nn3c2O)N2CCCCC2)cc1 (stereo not given)	-9.3	15.4	0.0	-2.4	-0.1	-1.8	0.0	-7.0	-0.4
CC(=O)Nc1ccccc1C(=O)C(=O)Nc1ccc(F)c(Cl)c1	-2.8	3.2	-10.8	-7.8	-0.1	0.3	2.5	-5.6	0.4
O=C1CSC(=Nc2ccc(O)cc2)N1	-13.1	1.5	-3.9	-2.5	-0.2	3.0	-0.4	-1.6	1.1
CC1=C[C@H](C)[C@H](c2c(F)cccc2Cl)CC1=O	-7.0	-0.7	-8.9	1.7	-0.2	-8.1	-0.1	-5.1	1.8
Cc1cccc(NC(=O)c2nc[nH]c2C(=O)Nc2cccc(C)c2)c1	-6.9	-2.6	-10.1	-9.7	0.4	-20.8	0.2	5.0	5.7
O=C(CCCN1C(=O)c2cccc3cccc(c23)C1=O)OCC(=O)N1CCCCC1	/	-1.5	/	-10.1	1.8	-2.5	3.9	-3.3	10.6
CCCc1cc(C(=O)NCc2cccnc2)no1	-3.7	-7.9	-5.5	-8.0	2.5	15.8	0.7	-4.9	4.4

Assay outcomes from PubChem.
